Screening data: PubChem, The Scripps Research Institute Molecular Screening Center
CHO parental Ca = counter-screen: ATP calcium response change in parental CHO cells. parental CHO-K1, ATP-induced calcium, Fluo-8 fluorescence. inhibition, % at 5.6 µM. 0.63% of 330,000 active. AID 463079;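 active = inhibition above that plate's mean sample inhibition plus 3 SD, cut at about 26% in these data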;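 note: 0% = ATP-challenged DMSO wells and 100% = DMSO wells without ATP; some compounds past the cut are filed as inactive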
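Assay system: untransfected parental CHO cell line. Also added: ATP agonist challenge. Dosing: one dose, 5.6 µM nominal. Measured by: Fluo-8 fluorescence. Read-out: % inhibition. Benchmarks: ATP wells versus no-ATP DMSO wells. Repeats: no replicates.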
M1 PAM parental = counter-screen for M1 PAMs: effect in parental CHO-K1 cells. ATP EC20, Fluo-8 calcium fluorescence; 0% at ATP EC20, 100% at ATP max. activation, % at 3 µM. 0.02% of 360,000 active. AID 602247;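 active = activation above the run cutoff, the mean activation of all test compounds plus 3 SD, cut at about 40% in these data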;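 note: peak over basal fluorescence ratio in a 140 s read after ATP addition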
CHO-K1 Ca antag = nonselective inhibitor or artifact in parental CHO-K1 cells. inhibition, % at 3 µM. AID 602250. ATP-induced calcium, Fluo-8 fluorescence. 0.6% of 360,000 active;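 active = inhibition above a per-plate cutoff, the plate's mean sample inhibition plus 3 SD, cut at about 24% in these data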;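 note: 0% = DMSO plus EC80 ATP and 100% = DMSO alone without ATP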
M1 ag parental = M1 agonist counterscreen hit in parental CHO-K1 cells; activation, % at 3 µM; Fluo-8 calcium fluorescence; scaled to maximal ATP response, vehicle zero; 0.48% of 360,000 active; in the data active = activation above about 15%;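 note: untransfected CHO-K1 host cells lacking M1 receptor as counterscreen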
M1 antag = human CHRM1 antagonism. P11229. CHO-K1 hM1, Fluo-8 calcium fluorescence, ACh EC80 antagonist. inhibition, % at 3 µM. 1.3% of 360,000 active. AID 588852;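 active = percent inhibition above its own plate's cutoff, namely the mean of that plate's compound wells plus 3 SD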;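 note: peak over basal fluorescence ratio during 140 s after agonist addition; 0% = ACh EC80 plus DMSO and 100% = DMSO alone without agonist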
Target sequence (P11229 whole entry, looked up): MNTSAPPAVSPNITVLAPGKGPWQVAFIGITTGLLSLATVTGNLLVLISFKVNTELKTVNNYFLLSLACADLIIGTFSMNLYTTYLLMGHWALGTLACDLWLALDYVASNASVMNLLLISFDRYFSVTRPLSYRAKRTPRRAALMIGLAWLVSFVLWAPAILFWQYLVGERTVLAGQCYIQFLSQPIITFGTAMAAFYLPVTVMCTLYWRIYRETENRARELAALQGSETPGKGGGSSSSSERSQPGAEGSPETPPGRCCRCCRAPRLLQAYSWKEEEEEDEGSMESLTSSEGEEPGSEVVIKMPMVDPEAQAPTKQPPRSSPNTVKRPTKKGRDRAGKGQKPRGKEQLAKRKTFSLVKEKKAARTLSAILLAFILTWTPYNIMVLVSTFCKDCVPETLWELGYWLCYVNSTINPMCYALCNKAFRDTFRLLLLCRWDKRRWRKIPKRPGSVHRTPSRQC
CHRM1 agonist = agonists of human M1 muscarinic receptor; 0.33% of 360,000 active; CHO-K1 hM1, Fluo-8 calcium fluorescence, agonist mode; 0% DMSO, 100% acetylcholine EC100; AID 588814; activation, % at 3 µM; P11229;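 active = activation above the run's mean compound activation plus 3 SD, cut at about 16% in these data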;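 note: peak over basal fluorescence ratio within a 140 s kinetic read after compound addition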
TAAR1 agonist = agonists of human TAAR1. CHO RD-HGA16 TAAR1, Fluo-8 calcium fluorescence; vehicle wells 0%, saturating PEA agonist 100%. activation, % at 3 µM. 0.99% of 360,000 active. AID 624467;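 active = activation above the mean activation of all test compounds in the run plus 3 SD, cut at about 38% in these data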
Target sequence (Q96RJ0 whole entry, looked up): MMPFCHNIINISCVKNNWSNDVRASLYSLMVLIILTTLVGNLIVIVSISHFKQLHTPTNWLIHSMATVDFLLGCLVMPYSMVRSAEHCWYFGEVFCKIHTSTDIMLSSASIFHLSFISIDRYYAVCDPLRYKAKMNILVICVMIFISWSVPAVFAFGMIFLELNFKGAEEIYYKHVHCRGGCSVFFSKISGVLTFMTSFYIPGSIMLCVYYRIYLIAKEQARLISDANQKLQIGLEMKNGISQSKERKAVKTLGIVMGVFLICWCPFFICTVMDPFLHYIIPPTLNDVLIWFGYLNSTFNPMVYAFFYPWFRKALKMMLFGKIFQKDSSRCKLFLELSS
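Benchmarks: low control DMSO, high control PEA (EC100); System: CHO RD-HGA16 cells carrying human TAAR1 plus Gα16; Detection: Fluo-8 fluorescence, 5 s baseline then 140 s kinetic read; Schedule: 17-24 h plating, Fluo-8 75 min 37 °C, 30 min RT; Read-out basis: % activation from peak over basal fluorescence ratio, DMSO-to-PEA scaled.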
OXTR potentiator = human OXTR potentiation | 0.061% of 320,000 active | activation, % at 3 µM | P30559 | CHO-OTR cells, Fluo-8 calcium fluorescence, potentiator mode; 0% = oxytocin EC15, 100% = EC100;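 active = activation above that plate's cutoff, the mean activation of tested compounds plus 3 SD, cut at about 6.6% in these data, passing the limit was not always enough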;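 note: 100% uses oxytocin at 75 nM as the full agonist control; some results filed as inactive read as strong as hits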
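Measured by – Fluo-8 calcium dye fluorescence · Test system – human OTR in CHO cells · Dosing – one concentration, 3.0 µM compound · Controls – EC15 oxytocin alone as 0%, 75 nM oxytocin as 100% · Evaluation – normalized max/min fluorescence ratio, % activation · Timing – 6 min pre-incubation, 100 s read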
TAAR1 antagonist = antagonists of human TAAR1; inhibition, % at 3 µM; CHO RD-HGA16 TAAR1, Fluo-8 calcium fluorescence, antagonist; 1.5% of 360,000 active;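 active = inhibition above a per-plate cutoff, the mean inhibition of test compounds on that plate plus 3 SD, cut at about 49% in these data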;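 note: 0% = DMSO plus EC80 beta-PEA response and 100% = DMSO alone without agonist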
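System: CHO RD-HGA16 cells bearing hTAAR1. Reagent: EC80 β-phenethylamine stimulus. Schedule: seeding 17-24 h prior, 75-min 37 °C, 30-min RT dye loading. Signal: Fluo-8 intracellular calcium dye fluorescence, real-time kinetic reads. Read-out: % inhibition from peak post-agonist over basal fluorescence ratio. Benchmarks: vehicle wells and EC80 agonist wells. Replicates: n of 1.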
Numbers without * were called inactive; / = no result given.

SMILES	CHO parental Ca	M1 PAM parental	CHO-K1 Ca antag	M1 ag parental	M1 antag	CHRM1 agonist	TAAR1 agonist	OXTR potentiator	TAAR1 antagonist
Cc1ccc(-n2nnc3c(=O)n(CC(=O)N4CCC(C)CC4)cnc32)cc1	-5	22	-9	0.7	-5	-6	/	-5	/
COc1ccccc1S(=O)(=O)N(C)C[C@@H]1OCc2cn(nn2)CCCC(=O)N([C@H](C)CO)C[C@H]1C	/	12	-9	0.1	-19	-4	2	/	-20
O=C(OCc1cn([C@@H]2C[C@H](c3ccccc3)N(C(=O)c3cccs3)C[C@H]2O)nn1)c1ccccc1	/	4	-5	2.7	5	-2	8	/	36
CC(C)N(C(=O)CSc1nnc(C2CC2)n1C1CC1)c1ccccc1	/	-2	9	2.5	-8	-2	0	/	-17
Nc1c(C(=O)NCC2CCCO2)c2nc3ccccc3nc2n1/N=C/c1ccncc1 (stereo not drawn)	/	-16	5	1.1	-7	-3	7	/	14
COc1ccc(CCNC(=O)COC(=O)c2ccc(C)s2)cc1OC	-3	-2	-12	6.0	1	2	7	-10	7
Cc1onc(-c2ccccc2)c1C(=O)NNC(=O)c1ccccc1	-12	12	-15	0.4	-17	-2	1	-1	6
COc1ccc2c(CN(C)Cc3ccccc3)cc(=O)oc2c1	/	24	-27	3.4	-25	-3	-2	/	-23
c1ccc(-c2nnc3sc(-c4csc5c4CCCC5)nn23)cc1	-50	16	-15	-0.3	-2	-5	11	-17	9
Cc1ccc(S(=O)(=O)N2CCOCC2)cc1C(=O)OCC(=O)NCCc1ccccc1	-13	-5	-1	1.0	-3	-2	4	0	11
O=C(Nc1ccc(Nc2ccccc2)cc1)c1ccccc1F	-1	15	5	4.2	1	0	2	-6	18
Cc1cc(C(=O)NN=C2CCCCCCC2)c2ccccc2n1	-14	-5	42*	-0.1	-7	-4	2	-6	-9
O=C1CC(c2ccccc2)CC(O)=C1C=NCc1ccc(Cl)cc1 (stereo not drawn)	-17	7	-20	0.5	-17	-13	2	-3	-22
COc1ccc(CNC(=S)Nc2cccc(F)c2)cc1	-2	-15	6	5.6	-10	0	6	-21	-17
O=C(NC1C2CC3CC(C2)CC1C3)C1CC1 (stereo not drawn)	-4	0	-17	0.8	-6	-1	-1	-7	-1
COc1ccc(N2CCN(C(CNC(=O)C(=O)NCCCn3ccnc3)c3ccco3)CC2)cc1 (stereo not drawn)	-2	18	-10	0.3	-9	-6	1	-1	-19
CCn1c(=S)sc2c(=O)n(CC(=O)Nc3ccccc3)c(C)nc21	-8	-4	-15	1.2	-5	-6	3	-4	-1
CNC(=S)N1N=C(c2ccc(C)cc2)CC1c1ccc(OC)cc1 (stereo not drawn)	4	13	-8	-0.3	-1	-5	1	-2	18
O=C(N/N=C/c1ccc[nH]1)c1c[nH]c2ccccc12	/	-14	10	-0.5	-9	6	6	/	8
CC(OC(=O)c1cc2sccc2n1C)C(=O)NCc1ccc2c(c1)OCO2 (stereo not drawn)	2	10	-5	0.1	-7	-1	12	4	14
COc1cccc(OC)c1C(=O)O/N=C(\N)c1ccncc1	2	14	-7	0.2	-10	-4	9	-2	-10
O=C1CCCN1Cc1ncnn1-c1ccccc1	-4	4	-2	0.3	-4	-3	10	-3	9
COC(=O)c1cc2c(n(-c3ccccc3)c1=O)CCCC2=O	/	-1	-1	0.6	5	-3	0	/	6
COc1ccccc1-n1c(-c2cn(C)nc2C)n[nH]c1=S	-1	9	1	0.2	-11	-10	-1	-7	-6
COc1cc(C(=O)c2ccccc2Cl)c([N+](=O)[O-])cc1OC	-8	17	-3	-0.5	-10	-8	2	9	-5
COc1ccc(C)cc1S(=O)(=O)Nc1cccc(-c2ccc(N3CCCCCC3)nn2)c1	-25	0	22	-0.5	7	-3	2	-3	-46
COc1ccc(C2Nc3ccc(Br)cc3C(c3ccccc3)N2CC(=O)O)cc1 (stereo not drawn)	-8	15	-4	-0.4	0	-3	-1	-8	-21
Cc1cc(OCC(=O)Nc2nnc(C3CC3)s2)ccc1[N+](=O)[O-]	-1	-7	1	-0.3	0	-3	3	0	-21
COc1cccc(N2CCN(C(=O)c3[nH]c(C)c(C(C)=O)c3C)CC2)c1	-5	10	4	1.1	1	-2	6	-13	3
Cc1ccc(NC(=O)CSc2n[nH]c(C)c2[N+](=O)[O-])cc1C	24	7	3	7.1	-2	-4	16	-9	3
COc1ccc(OC)c(/C=N/NC(=O)c2ccc(Cn3cc([N+](=O)[O-])cn3)o2)c1	-22	4	0	6.4	-7	-6	2	1	-1
CCN(CC(=O)Nc1ccc2c(c1)OCCO2)C(=O)COc1ccc(C)cc1	-8	-9	-15	1.0	9	0	-1	-8	5
Cc1cc(C)c2cc(C(c3nnnn3C3CCCC3)N3CCOCC3)c(=O)[nH]c2c1 (stereo not drawn)	-8	18	-14	0.1	-7	-4	5	-7	-6
O=C(O)c1ccc(-n2cccc2/C=C2/NC(=O)N(c3ccccc3)C2=O)cc1	-8	-4	0	0.1	0	-3	-3	-6	-6
CCOC(=O)c1oc2ccccc2c1NC(=O)COC	-11	22	-15	1.4	0	2	1	-4	-10
COC(=O)CN1C(=O)[C@H]2[C@@H](/C=C/c3ccccc3)N3C(=O)CN(CCO)C(=O)[C@@]3(Cc3ccccc3)[C@H]2C1=O	18	4	-3	0.3	-8	-2	7	-7	-4
COc1cc(C2C(C#N)=C(N)N(c3cccnc3)C3=C2C(=O)CCC3)ccc1O (stereo not drawn)	-12	17	-3	0.2	-6	-6	3	-1	-2
CCOC(=O)Cn1c(=NC(=O)c2sc3ccccc3c2Cl)sc2cc(S(N)(=O)=O)ccc21	2	16	-8	0.9	-2	-6	4	-5	-12
CC1CCCCC1NC(=O)COC(=O)c1cc(=O)[nH]c2ccccc12 (stereo not drawn)	-2	20	-5	1.1	14	1	2	-2	-6
CCN(CC)c1ccc(C=O)c(OC)c1	-19	-11	11	-0.5	0	-6	1	-6	0
Cc1c(Cl)cccc1Nc1ccccc1C(=O)O	-5	13	-2	0.1	-36	1	-2	-9	-28
Cc1cccc(NC(=O)NNC(=O)COc2ccc(Cl)cc2)c1	-9	20	-17	1.1	-7	-7	4	-12	11
COc1ccc2[nH]c3c(c2c1)CCN1C(=O)C(CC(=O)NCCc2ccccn2)C[C@H](C(=O)N(C(C)C)C(C)C)[C@@]31C (stereo partly drawn)	-12	20	-24	-0.3	-20	-9	-2	/	4
COc1ccc2nc(NC(=O)CN3C(=O)NC4(CCCC4)C3=O)sc2c1	-19	4	7	-0.1	-1	0	3	-3	6
O=C(CN1CCN(S(=O)(=O)c2ccc(Br)cc2)CC1)Nc1ccc2c(c1)OCCO2	-16	22	-16	0.8	-40	1	5	-2	-28
Cc1[nH]n(-c2ccc([N+](=O)[O-])cc2)c(=O)c1C=NCC1CCCO1 (stereo not drawn)	-3	-14	18	2.2	11	-4	0	-4	-12
CC(C)(C)C(=O)Nc1cccc(-c2nc3ccccc3c(=O)o2)c1	1	-8	6	-0.1	-3	-1	7	4	-22
COc1ccc(C(C)=O)cc1COc1ccc([N+](=O)[O-])c(C)c1	1	21	-16	0.7	-10	-10	4	-13	2
O=c1[nH]c(SCc2ccc(F)cc2)nc2c1cnn2-c1ccc(F)cc1	-12	21	-5	0.7	-14	-3	0	0	4
c1ccc(-c2cc3c(-n4cccc4)ncnc3o2)cc1	-37	20	-12	1.1	-2	-3	5	-4	33
CCC(=O)N1CCN(c2ccccc2NC(=O)COc2cccc(C)c2)CC1	-17	17	-3	3.6	9	-6	0	-8	7
Cc1cc(Br)cn2c(Cc3ccsc3)c(-c3ccc(C#N)cc3)nc12	/	4	9	-0.3	-2	-1	/	/	/
CC1=CCC2C(=O)N(c3ccc(N4CCOCC4)cc3)C(=O)C2C1 (stereo not drawn)	-1	3	-2	0.1	-17	-2	2	0	10
CCCCc1nc(NCc2ccccc2)c(C#N)c2c1COC(C)(C)C2	-11	-10	8	-0.2	-1	-3	16	-5	-1
CCN1CCN(c2nc3c(C)cccn3c(=O)c2/C=C(\C#N)C(=O)NC)CC1	-2	12	1	-0.1	-5	0	5	-11	-10
COc1cc(NC(=O)CCCc2c[nH]c3ccccc23)cc(OC)c1	-8	-11	10	0.8	-2	-1	2	-8	20
COc1ccc(S(=O)(=O)NC(CC(C)C)C(=O)NC(C)c2cccs2)cc1 (stereo not drawn)	-24	-18	-8	-1.0	4	-3	8	-6	-9
O=C(NCCS(=O)(=O)c1ccc(Br)cc1)c1c(F)cccc1F	-7	19	-11	1.4	-8	-1	1	-8	-12
CC(C)c1ccc(S(=O)(=O)N2CCN(CCC(=O)Nc3ccc(N(C)C)cc3)CC2)cc1	/	22	-13	1.5	-16	-4	7	/	-12
COc1ccccc1N(CC(=O)NCCSCc1ccc(C)cc1)S(=O)(=O)c1ccccc1	4	6	1	3.1	19	-2	1	-16	84*
Following part.
SMILES	CHO parental Ca	M1 PAM parental	CHO-K1 Ca antag	M1 ag parental	M1 antag	CHRM1 agonist	TAAR1 agonist	OXTR potentiator	TAAR1 antagonist
Cc1ccc(S(=O)(=O)NC2CCCCCC2)cc1	-4	24	-1	0.7	-8	-6	-2	-6	9
CC(=O)NC(C)C(=O)OCC(=O)c1ccc(Cl)s1 (stereo not drawn)	-2	-6	16	-0.3	-6	-4	9	-14	8
COc1cccc(Cn2c(=O)ccc3ccccc32)c1	-6	0	2	0.1	-8	-6	1	0	-11
CCCC(=O)c1c[nH]c(C(=O)NCc2ccco2)c1	-21	19	-8	2.6	-15	-3	5	-9	-15

An excerpt of these results, with bars between the fields.
Molecule | CHO parental Ca | M1 PAM parental | CHO-K1 Ca antag | M1 ag parental | M1 antag | CHRM1 agonist | TAAR1 agonist | OXTR potentiator | TAAR1 antagonist
Cc1ccc(S(=O)(=O)NC2CCCCCC2)cc1 | -4 | 24 | -1 | 0.7 | -8 | -6 | -2 | -6 | 9
CC(=O)NC(C)C(=O)OCC(=O)c1ccc(Cl)s1 (stereo not drawn) | -2 | -6 | 16 | -0.3 | -6 | -4 | 9 | -14 | 8
COc1cccc(Cn2c(=O)ccc3ccccc32)c1 | -6 | 0 | 2 | 0.1 | -8 | -6 | 1 | 0 | -11
CCCC(=O)c1c[nH]c(C(=O)NCc2ccco2)c1 | -21 | 19 | -8 | 2.6 | -15 | -3 | 5 | -9 | -15
